# Source: PubChem BioAssay
# esBAF inh: Bmi1 luciferase reporter increase in mESCs, primary screen, esBAF inhibitor project, mouse ES cells, Bmi1 luciferase knock-in, single point | 24 h; 100% = twice the neutral-well signal | reporter increase, % at 12.5 µM | actives 2% (n = 350,000) | AID 602393, 2012; in the data active means activation above about 40%;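 further: 0% = median of the plate's neutral control wells and 100% = double that signal; a rise in the Bmi1 reporter signal indicates esBAF inhibition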
# ERp5 inh: inhibitors of ERp5-driven insulin aggregation, primary screen, biochemical, turbidity, absorbance 650 nm, single point; Protein disulfide-isomerase A6 (Homo sapiens), Q15084; 90 min; inhibition, % at 9.99 µM; actives 0.05% (n = 350,000); AID 651711, 2012;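 active means mean replicate inhibition above about 25%, with every replicate also reaching it, limit read from the data, passing the limit was not always enough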
# RAD52 inh: RAD52 DNA annealing inhibitors, primary screen, biochemical, FRET, single point, set 2; DNA repair protein RAD52 homolog (Homo sapiens), P43351; recombinant RAD52 DNA annealing, FRET fluorescence; inhibition, % at 18.7 µM; actives 0.46% (n = 360,000);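 active means every replicate showing at least 50% inhibition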
# Target sequence (P43351 whole entry, looked up): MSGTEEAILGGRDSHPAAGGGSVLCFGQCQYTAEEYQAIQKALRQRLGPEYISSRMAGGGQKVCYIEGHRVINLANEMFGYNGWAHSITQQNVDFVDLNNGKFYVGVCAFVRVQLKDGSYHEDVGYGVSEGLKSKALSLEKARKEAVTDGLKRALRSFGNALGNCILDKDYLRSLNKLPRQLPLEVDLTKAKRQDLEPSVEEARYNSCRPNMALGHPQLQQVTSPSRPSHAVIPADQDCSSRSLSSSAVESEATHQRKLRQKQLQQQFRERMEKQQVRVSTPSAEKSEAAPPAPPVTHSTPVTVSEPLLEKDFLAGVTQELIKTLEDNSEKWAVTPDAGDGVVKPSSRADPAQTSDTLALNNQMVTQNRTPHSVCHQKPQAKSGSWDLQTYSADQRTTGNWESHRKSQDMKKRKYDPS
# Casp6 inh: human caspase-6 inhibitors, primary screen, biochemical, VEID-R110 fluorescence, single point, set 2; P55212; purified caspase-6, Z-VEID-R110 cleavage fluorescence; inhibition, % at 12.5 µM; actives 0.53% (n = 350,000);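 active means mean inhibition across replicates at least about 35%, with every replicate also reaching that limit, limit read from the data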;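 further: 0% = median of neutral control wells and 100% = no fluorescence left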
# Target sequence (P55212 24-179 limits assumed): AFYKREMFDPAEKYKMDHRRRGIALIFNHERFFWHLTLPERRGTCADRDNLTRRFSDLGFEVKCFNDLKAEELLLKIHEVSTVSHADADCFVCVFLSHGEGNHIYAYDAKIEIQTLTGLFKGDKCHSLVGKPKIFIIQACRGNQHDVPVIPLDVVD
# Target sequence (P55212 194-293 limits assumed): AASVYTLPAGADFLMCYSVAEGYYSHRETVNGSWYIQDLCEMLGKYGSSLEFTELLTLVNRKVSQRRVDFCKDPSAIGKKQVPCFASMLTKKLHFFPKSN
# PglD inh: C. jejuni PglD acetyltransferase inhibitors, primary screen, biochemical, DTNB colorimetric, single point; purified PglD enzyme, DTNB colorimetric CoA detection; inhibition, % at 12.5 µM; actives 0.098% (n = 360,000); AID 602405, 2012; in the data active means inhibition above about 16%, passing the limit was not always enough; further: strong numbers were not always called active
# RAD54 inh: inhibitors of human RAD54 branch migration, primary screen, biochemical, fluorescence, single point | RAD54 Holliday junction branch migration, FAM/BHQ fluorescence | inhibition, % at 10.4 µM | actives 0.14% (n = 360,000) | AID 602329, 2012;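 active means mean normalized replicate activity at least 40 and at least half of replicates scoring 40 or more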;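 further: 0% = median of neutral control wells and 100% = median of positive control wells; inhibitors cause a drop in the FAM fluorescence signal; in these data hits start at about 50%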
# E-selectin induc: E-selectin induction in HUVECs, primary screen, imaging, HUVEC, immunofluorescence imaging, single point; normalized: neutral wells 0, TNF-alpha wells 100; AID 686992, 2013; P16581; activation, % at 7.58 µM; actives 0.37% (n = 260,000);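 active means mean E-selectin-positive cell signal at least 10% of the positive control, reached in at least 60% of replicates, without over 20% cell loss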;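 further: in these data hits start at about 27%; measured in HUVEC primary endothelial cells; signal is the percent of cells scored E-selectin positive by PE staining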
#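 Read-out basis: % PE-positive cells; Test system: HUVEC primary endothelial cells; Technique: immunofluorescence imaging; Dosing: single-point compound dose.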
# ARNT TACC3 PPI: disruptors of ARNT/TACC3 protein interaction, primary screen, biochemical, AlphaScreen, single concentration | Transforming acidic coiled-coil-containing protein 3 (Homo sapiens), Q9Y6A5 | actives 0.66% (n = 390,000) | inhibition, % at 9.99 µM | AID 623870, 2012 | AlphaScreen His-ARNT PAS-B/GST-TACC3 binding, luminescence; TACC3 fragment carries E629A point mutation;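 active means mean inhibition of replicates at least 50% and at least half of replicates each reaching 50%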;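 further: 0% = complete ARNT plus TACC3 wells and 100% = ARNT alone without TACC3; many hits fall short of the cut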
# * = called active by the depositor; . = no result given; & = joins results of further samples.
# Results follow in this order: ERp5 inh	esBAF inh	E-selectin induc	Casp6 inh	ARNT TACC3 PPI	RAD52 inh	PglD inh	RAD54 inh
- C/C(=N\NC(=O)c1cccc(S(=O)(=O)N2CCCC2)c1)c1ccccc1F
  0	.	.	0	1	3	.	.
- Cc1ccccc1NC(=S)N1CCN(c2ccccc2Cl)CC1
  7	0	-0.1	0	2	-23	-2	8
- CC(=O)Nc1ccc(C(=O)CN2C(=O)NC3(CCCCCC3)C2=O)c(F)c1
  -2	-1	.	-3	-7	-11	-2	-1
- COCCNC(=O)CCn1nc(-c2ccc(Cl)cc2)c2ccccc2c1=O
  .	-14	.	.	4	.	-1	1
- C[C@@H]1CN([C@@H](C)CO)C(=O)c2cccc(NC(=O)c3cnccn3)c2O[C@H]1CN(C)Cc1ccc(Cl)c(Cl)c1
  -5	5	3.2	-1	-2	-15	2	4
- COC(=O)c1sccc1NC(=O)Nc1cc(C)cc(C)c1
  -6	80*	.	1	-3	-1	-4	-5
- CCOC(=O)C1CCCCN1Cc1cccc(OCc2ccccc2)c1 (centres undefined)
  3	10	.	2	-25	-8	6	1
- O=C(c1ccccc1F)N1CCN(Cc2cccc(Cl)c2)CC1
  .	-4	.	.	-3	.	2	3
- CCOc1cc(C2C(C(=O)OC)=C(C)N=C3SCCC(=O)N32)ccc1OC(C)=O (centres undefined)
  .	6	.	.	2	.	-2	-1
- CC(=O)Nc1cccc(C)c1
  -2	3	.	-4	.	-6	-4	3
- COCCn1c(-c2ccccc2)nc2oc3cc(OC)ccc3c(=O)c2c1=O
  .	-5	.	.	-2	.	-5	10
- C[n+]1cccc(C(=O)Nc2ccccc2)c1
  5	-12	1.0	-6	-1	-7	5	-22
- O=C(Cc1cccnc1)N[C@H]1CC[C@@H](CCNS(=O)(=O)c2ccccc2Cl)O[C@H]1CO
  6	-1	-0.4	-6	7	-10	7	2
- CCS(=O)(=O)c1ccc(N)cc1
  -1	.	0.7	0	-10	-16	.	.
- O=C(Nc1cccnc1)Nc1cccc([N+](=O)[O-])c1
  -6	-6	0.9	1	-5	-7	-2	-9
- CC(C)CNC(=O)COc1cccc(C(=O)NCc2ccccc2)c1
  -3	.	.	1	7	-18	.	.
- Cc1ccc(S(=O)(=O)Nc2ccc3c(c2)CC(=O)N([C@@H](C)CO)C[C@@H](C)[C@@H](CN(C)Cc2ccc(C(=O)Nc4ccccc4N)cc2)O3)cc1
  -17	-6	0.3	.	4	-13	0	-4
- CC(C)CNC(=O)c1ccccc1NC(=O)c1ccc(CN2CCOCC2)cc1
  0	8	.	3	26	4	-5	12
- CN(C)C(=O)c1cccc(-c2ccccc2[C@@H]2[C@@H](C#N)N(C(=O)C3CCCCC3)[C@H]2CO)c1
  -1	.	0.1	1	.	3	.	.
- CSCCC(NC(=O)COc1ccccc1)C(=O)OCc1ccc(Cl)cc1 (centres undefined)
  5	-6	-1.1	2	-9	-5	2	-2
- N#C[C@H]1[C@H](c2ccc(-c3ccccc3F)cc2)[C@H](CO)N1C(=O)Cc1ccccc1
  -4	-2	0.0	0	15	-30	3	-5
- CCOC(=O)c1sc(NC(=O)c2ccco2)nc1-c1ccccc1
  1	-4	0.2	-4	-7	-65	-5	6
- COc1ccc(S(=O)(=O)N(C)C[C@H]2Oc3ccc(NS(=O)(=O)c4cccs4)cc3CC(=O)N([C@H](C)CO)C[C@@H]2C)cc1
  2	3	-0.4	-2	-1	13	-1	-1
- COc1cccc(CNC(=O)C2CCCN(S(=O)(=O)c3cnc[nH]3)C2)c1 (centres undefined)
  2	-11	.	7	-6	-6	4	8
- CCOC(=O)N1CCC(NC(=O)c2cc(S(=O)(=O)N3CCC4(CC3)OCCO4)ccc2F)CC1
  .	-25	.	.	0	.	2	-1
- O=C(CCNC(=O)c1ccccc1)NNC(=O)c1ccc(F)cc1
  -8	-6	-1.8	3	.	-2	-3	1
- Cc1ccc(S(=O)(=O)NCC(=O)N2CCCC2)cc1
  .	-3	.	.	33	.	8	0
- COc1ccc(/C=N/NC(=O)c2cccc(O)c2)cc1Cn1nc(C)c([N+](=O)[O-])c1C
  -1	.	-0.6	-5	1	-1	.	.
- O=C(NCc1cccs1)C1C(=O)Nc2ccccc2C(=O)N1Cc1ccccc1 (centres undefined)
  -3	.	0.3	0	.	2	.	.
- CC1(NC(=O)Nc2cccc(Br)c2)CCS(=O)(=O)C1 (centres undefined)
  5	-9	.	1	-22	-3	-3	0
- CCOC(=O)c1oc2cc(O)c(CC)cc2c(=O)c1-c1ccc2c(c1)OCCO2
  -7	5	-0.1	0	3	-12	5	-7
- COc1ccc(NC(=O)Nc2ccc3c(c2)C(=O)N([C@H](C)CO)C[C@@H](C)[C@@H](CN(C)S(=O)(=O)c2cccs2)OCCCC[C@H](C)O3)cc1
  2	-3	-0.1	-2	18	-9	2	11
- C[C@@H]1CN([C@@H](C)CO)C(=O)c2cccc(NC(=O)Nc3ccc4c(c3)OCO4)c2O[C@@H]1CN(C)Cc1ccc(-c2ccccc2)cc1
  -1	-4	0.0	-3	16	44	-1	-6
- C[C@@H]1CN([C@H](C)CO)C(=O)c2cc(NC(=O)Cc3cn(C)c4ccccc34)ccc2O[C@H]1CN(C)Cc1ccc(C(=O)O)cc1
  -3	-2	-2.4	2	-5	-2	2	6
- C[C@@H]1CN([C@H](C)CO)C(=O)c2cccc(NC(=O)Nc3cccc4ccccc34)c2O[C@@H]1CN(C)S(=O)(=O)c1cn(C)cn1
  4	0	-0.1	2	.	2	4	-10
- CC(=O)Nc1cc(-c2ccc(C(=O)N3CCOCC3)cc2)cn2c(-c3ccccc3)cnc12
  -2	-4	0.4	-1	.	-34	2	-9
- O=C1[C@@H]2[C@H]3CC[C@H](C3)[C@@H]2C(=O)N1O
  3	9	0.0	22	-4	-11	5	-8
- CN(/C=C/C(=O)C(F)(F)F)Cc1ccccc1
  .	-13	.	.	-33	.	2	-13
- O=C(NCCN1CCOCC1)c1cccc(S(=O)(=O)NCc2ccccc2)c1
  -2	.	-0.2	-211	-2	3	-4	6
- O=C(Nc1ccc(F)cc1)N1CCCCN2[C@@H](CO)[C@H](c3ccc(C#Cc4ccccc4)cc3)[C@@H]2C1
  -2	.	16	1	-9	-33	-2	12
- O=C(Cc1c[nH]c2ccccc12)NC1(C(=O)NC2CCCC2)CCCCC1
  4	9	1.0	2	-7	-12	-4	-8
- CCCN(C)C[C@@H]1Oc2ncc(C#CC3CCCCC3)cc2C(=O)N([C@H](C)CO)C[C@H]1C
  1	-12	-0.1	4	3	-22	3	9
- CC(C)CC(OC(=O)c1nsc(Cl)c1Cl)C(=O)NCC1CCCO1 (centres undefined)
  2	-5	.	5	-9	-3	7	-3
- COc1cccc(-c2nc(CS(=O)(=O)CC(=O)NC3CCCC3)c(C)o2)c1
  0	-4	2.4	0	-2	-1	1	-4
- NC1=C(c2ccccc2)C(=O)NC1=O
  9	5	0.2	-1	-1	-34	16	-2
- O=C(Nc1ccon1)c1sc2cc(F)ccc2c1Cl
  .	71*	.	.	8	.	-3	1
- O=c1ccc(-c2ccc(S(=O)(=O)N3CCN(c4cccc(Cl)c4)CC3)o2)n[nH]1
  1	1	.	-3	-3	-2	-5	2
- NC(=S)N/N=C/c1coc2c(ccc3ccccc32)c1=O
  .	17	.	.	2	.	5	13
- CCCCC(CC)C1OCC(CN2CCCCC2)O1 (centres undefined)
  6	.	20	1	-2	2	.	.
- O=C(Nc1cccc(F)c1)N[C@@H]1CC[C@@H](CCn2cc(Cc3ccccc3)nn2)O[C@H]1CO
  2	8	0.5	1	5	14	-1	-9
- COC(=O)CC1C(=O)NCCN1C(=O)c1ccccc1 (centres undefined)
  .	-3	0.2	.	-1	.	5	-14
- COc1ccc(NC(=O)N(C)C[C@H]2Oc3ccc(NS(=O)(=O)c4ccc(OC)cc4)cc3C(=O)N([C@H](C)CO)C[C@@H]2C)cc1
  -1&-4	-2	-0.4&-0.1	2&-1	-1	2&-8	4	1
- COc1ccccc1NC(C)C(=O)N/N=C/c1cccs1 (centres undefined)
  1	.	.	-1	-3	-6	.	.
- CCCCn1c(SCC(=O)NCC2CCCO2)nc2ccc(N3CCOCC3)cc2c1=O (centres undefined)
  .	6	.	.	9	.	-6	1
- CCS(=O)(=O)N1CCCCN2[C@H](CO)[C@@H](c3ccc(-c4cccc(C#N)c4)cc3)[C@@H]2C1
  -5	.	-0.1	0	34	-104	-4	-13
- COc1ccc(-c2noc(CCC(=O)NCCc3ccccc3)n2)cc1OC
  -1	2	.	-1	5	-3	-3	-26
- CC(C)[C@H](NC(=O)c1c(F)cccc1F)C(=O)OCC(=O)NC(=O)NC1CCCC1
  6	-16	-0.3	-4	0	-18	1	-1
- COc1ccc(CC(=O)OCC(=O)NCc2ccco2)cc1
  10	2	-0.1	13	-5	-13	-1	-2
- O=C(CNS(=O)(=O)c1ccc(Br)cc1)N1CCN(Cc2ccccc2)CC1
  2	-1	0.1	0	-8	-3	-6	6
- NCCCC(C(=O)O)N(C(=O)OCc1ccccc1)C(=O)OCc1ccccc1 (centres undefined)
  -1	.	-0.1	-1	.	13	.	.

# Rewritten with each value named: two of the compounds above
O=C(Nc1cccc(F)c1)N[C@@H]1CC[C@@H](CCn2cc(Cc3ccccc3)nn2)O[C@H]1CO
  ERp5 inh = 2
  esBAF inh = 8
  E-selectin induc = 0.5
  Casp6 inh = 1
  ARNT TACC3 PPI = 5
  RAD52 inh = 14
  PglD inh = -1
  RAD54 inh = -9

COC(=O)CC1C(=O)NCCN1C(=O)c1ccccc1 (centres undefined)
  ERp5 inh = .
  esBAF inh = -3
  E-selectin induc = 0.2
  Casp6 inh = .
  ARNT TACC3 PPI = -1
  RAD52 inh = .
  PglD inh = 5
  RAD54 inh = -14

# (list continues)
# Results follow in this order: ERp5 inh	esBAF inh	E-selectin induc	Casp6 inh	ARNT TACC3 PPI	RAD52 inh	PglD inh	RAD54 inh
- COc1ccc(C2/C(=C(\O)c3ccc4c(c3)OCCO4)C(=O)C(=O)N2CCCN(C)C)cc1 (centres undefined)
  .	-4	.	.	-7	.	0	-8
- COc1ccc(N2CCN(Cc3nc4ccccc4c(=O)[nH]3)CC2)cc1
  .	-3	.	.	-3	.	-4	6
- Cn1c(=O)c2[nH]c(CCCCCc3nc4ccccc4[nH]3)nc2n(C)c1=O
  -8	-6	-0.2	-8	.	-14	0	5
- Cc1c(NC(=O)COC(=O)C23CC4CC(CC(O)(C4)C2)C3)c(=O)n(-c2ccccc2)n1C
  7	.	.	2	-6	-7	.	.
- Cc1c(Cl)cccc1NC(=O)COc1ccc(S(=O)(=O)N2CCOCC2)cc1
  .	-5	.	.	-8	.	5	8
- Cc1ccc(C)c(NC(=O)NNC(=O)c2ccc3ccccc3c2O)c1
  3	-3	4.1	-1	.	-19	-3	13
- Cc1cc(C)cc(NC(=S)N2CCN(S(=O)(=O)c3ccccc3)CC2)c1
  -4	2	-0.2	1	-2	-7	-1	8
- CCOc1ccc(/C=N/NC(=O)c2ccncc2)cc1OC
  -2	-10	.	-4	.	5	-2	4
- CCOC(=O)[C@]12CCCC=C1N(Cc1ccccc1)C(=O)[C@H](CC(=O)N1CCCCCC1)C2
  -7	.	-0.1	-2	.	-5	.	.
